Source: PubChem BioAssay
Diaph inh CS – counter-screen for diaphorase-based assays: diaphorase inhibitors and chemical oxidizers | diaphorase resazurin-to-resorufin fluorescence, NADH, 16 min; bacterial (C. kluyveri) enzyme, not human | inhibition, % at 20 µM | 190,000 compounds, 0.69% hits;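 active = primary screen inhibition at 20 µM above a set limit, cut at about 50% in these data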;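 note: plate controls were DMSO with full reaction for no effect and wells lacking NADH for full effect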
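Test system: bacterial diaphorase enzyme (C. kluyveri); Quantity: 0.14 U/mL diaphorase, enzyme working solution; Times: reaction incubation of 16 min at room temperature; Measured by: fluorescence of resorufin formed from resazurin, Ex 544/Em 590 nm; Benchmarks: positive control minus NADH, DMSO neutral control.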
G6PDH counter – inhibits Leuconostoc G6PDH, flagging false hits in G6PDH-based assays; AID 1020; inhibition, % at 5 µM; 200,000 compounds, 0.12% hits; Purified L. mesenteroides G6PDH, diaphorase/resazurin coupled fluorescence, 45 min; in the data active = inhibition above about 50%
APP 5'UTR act – APP 5'UTR luciferase reporter activation; SH-SY5Y APP 5'UTR luciferase reporter, luminescence; zero percent = DMSO vehicle wells; activation, % at 2 µM; 190,000 compounds, 1% hits; AID 1276;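 active = activation above a set limit, based on mean plus 3 SD of controls, cut at about 140% in these data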; note: values of inactives mirror those of a sister screen read the other way
FLuc act counter – affects firefly luciferase, flagging false hits in luciferase stimulation screens. P08659. activation factor at 10 µM. ATPlite luciferase biochemical, luminescence, 10 min; 0 = ATP-free wells, 1 = DMSO control. 200,000 tested, under 10 active. AID 1027;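 active = luciferase activation factor, scaled between plate controls, of at least 2 with compound at 10 µM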
Target sequence (P08659 whole entry, looked up): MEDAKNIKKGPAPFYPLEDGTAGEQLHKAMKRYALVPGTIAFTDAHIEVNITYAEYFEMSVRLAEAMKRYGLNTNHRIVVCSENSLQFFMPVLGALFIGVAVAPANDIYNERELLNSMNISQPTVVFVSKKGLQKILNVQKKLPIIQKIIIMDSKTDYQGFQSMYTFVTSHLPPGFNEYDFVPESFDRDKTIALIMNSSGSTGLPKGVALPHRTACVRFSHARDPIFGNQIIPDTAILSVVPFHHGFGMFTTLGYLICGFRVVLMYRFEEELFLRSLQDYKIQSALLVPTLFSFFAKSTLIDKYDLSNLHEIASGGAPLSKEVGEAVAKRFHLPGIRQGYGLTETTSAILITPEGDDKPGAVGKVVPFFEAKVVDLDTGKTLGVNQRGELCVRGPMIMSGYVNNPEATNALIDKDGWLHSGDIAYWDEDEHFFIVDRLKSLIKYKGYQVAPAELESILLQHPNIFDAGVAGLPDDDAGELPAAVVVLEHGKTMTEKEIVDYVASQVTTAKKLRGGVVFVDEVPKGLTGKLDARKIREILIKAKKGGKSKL
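assay system = Luciferase/luciferin detection reagent, cell-free biochemical luciferase assay | also added = ATP substrate | times = 10 min post-reagent at room temperature | measured by = luminescence from luciferase reaction | measure = luciferase activation, seen as luminescence increase over controls | benchmarks = low control with PBS replacing ATP, high control enzyme plus ATP without compound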
TLR4-MyD88 BLA – TLR4-MyD88 interaction inhibition in cells | HeLa CL3-4 TLR4/MyD88 BLA complementation, FRET ratio | O00206+Q99836 | inhibition, % at 8.4 µM | 200,000 compounds, 0.18% hits | AID 861; in the data active = inhibition above about 25%;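 note: 0% = vehicle and 100% = reference inhibitor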
Diaphorase act – counter-screen for diaphorase-based assays: diaphorase activators and chemical reducers. 190,000 compounds, 0.005% hits. activation factor at 20 µM. Diaphorase/resazurin coupled assay, resorufin fluorescence, 16 min; hits give high values; 1 = vehicle wells, 0 = NADH-free wells. AID 1229;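 active = diaphorase activity raised at least twofold by the compound at 20 µM; inactive = activation factor below 2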
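Material: bacterial diaphorase enzyme (C. kluyveri); amount: enzyme 0.07 U/mL final; reagent: NADH substrate 0.114 mM plus resazurin dye 0.1 mM, final; doses: single compound dose of 20 µM, 1% DMSO final; timing: 16 min enzyme reaction, ambient temperature; measured by: fluorescence of resorufin, 544 nm excitation, 590 nm emission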
APP 5UTR inh – APP translation inhibition; SH-SY5Y APP 5'UTR-luciferase reporter, luminescence; inhibition, % at 2 µM; 190,000 compounds, 0.82% hits;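 active = inhibition above a set limit, derived from the sample mean plus 3 SD, cut at about 45% in these data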; note: values of inactives mirror those of a sister screen read the other way
FLuc inh counter – inhibits firefly luciferase, flagging false hits in luciferase inhibition screens. 200,000 compounds, 1.5% hits. ATPLite firefly luciferase biochemical luminescence, 10 min. P08659. inhibition, % at 10 µM;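 active = inhibition above about 50% when tested at 10 µM, limit read from the data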
STAT1 activator – increases IFN-gamma driven STAT1 reporter signal; 200,000 compounds, 2.6% hits; NIH 3T3 STAT1-luciferase reporter, luminescence; 100% = IFN-gamma alone, no compound; activation (% of control), % at 5.5 µM;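 active = activation above the screen-wide mean activation plus 3 SD, cut at about 130% in these data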;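 note: raw ratio to IFN-gamma control signal so 100% means no change and 0% no light; values of inactives mirror those of a sister screen read the other way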
NF-kB neuron act – compounds increasing NF-kB expression in human neuronal cells | NF-kB reporter expression; hits give high values | 190,000 compounds, 1.6% hits | fold change at 12.5 µM | AID 1239; in the data active = fold change above about 3.3
Starred values were filed as active, the others as inactive; nt = no result given.

nr	Compound	Diaph inh CS	G6PDH counter	APP 5'UTR act	FLuc act counter	TLR4-MyD88 BLA	Diaphorase act	APP 5UTR inh	FLuc inh counter	STAT1 activator	NF-kB neuron act
1	CN1CCN(C(=O)c2ccc3ccccc3c2)CC1	20	0	5	1	7	0.8	-5	2	103	1.4
2	Cc1ccc(Cn2c(=O)sc3ccccc3c2=O)cc1	16	-19	17	1.1	15	0.8	-17	-6	94	0.95
3	COc1ccc(N(C(=O)CNC(=O)c2cccs2)C(C(=O)NCC2CCCO2)c2ccccc2)cc1OC (centres undefined)	15	3	-6	1	6	0.8	6	0	95	1.2
4	CCCn1c(SCC(=O)N2CCN(S(=O)(=O)c3ccc(Cl)cc3)CC2)n[nH]c1=O	10	1	-3	1.1	12	0.9	3	-10	99	1.2
5	C=CCn1c(CSCc2ccccc2)nnc1SCC(=O)NCc1ccccc1	11	4	-8	1	-5	0.9	8	-2	91	1.1
6	COC(=O)C(CCSC)NC(=O)CNS(=O)(=O)c1ccc(F)cc1 (centres undefined)	4	1	18	1.1	2	1	-18	-6	98	1.1
7	Cc1ccc(NC(=O)C(C)[n+]2ccccc2)cc1[N+](=O)[O-] (centres undefined)	-8	14	-7	1	2	1.1	7	-5	96	1.2
8	Cc1cc(/C=N/n2c(COc3ccccc3)nc3ccccc3c2=O)c(O)c([N+](=O)[O-])c1	24	6	-18	0.8	2	0.8	18	23	90	3.2
9	CCCCOc1ccc(C2C(=O)N(C3CCCCC3)CC(=O)N2CC2CCCO2)cc1 (centres undefined)	7	2	12	1	-3	0.9	-12	-4	94	0.64
10	CCC(=O)N=c1sc2c(C)cc(C)cc2n1CC(=O)OC	4	2	1	1	6	1	0	-1	99	1.1
11	O=C(COc1cccc(-n2cnnn2)c1)NCCC1=CCCCC1	12	-2	13	1	2	0.9	-13	-5	101	0.8
12	CCN(CC)CC(=O)Nc1ccccc1SCC(=O)Nc1ccsc1C(=O)OC	2	-3	-1	1	-11	1	0	-2	102	0.68
13	COc1cc2nc(NC(=O)c3ccccc3)[nH]c(=O)c2cc1OC	-6	17	-4	1	-5	1.1	4	3	98	0.94
14	O=[N+]([O-])c1ccc(N2CCN(c3ccccc3O)CC2)c(Cl)c1	18	16	16	1	-1	0.8	-16	-1	100	1.4
15	CCn1c(CNC(=O)Cc2ccc(OC)cc2)nnc1SCCOc1ccccc1	6	8	17	1.1	-13	0.9	-17	-8	86	0.72
16	CC1CCCC(NC(=O)C2CCN(S(=O)(=O)N3CCCCC3)CC2)C1C (centres undefined)	14	9	6	1.1	9	0.9	-6	-6	97	0.96
17	S=C(NCc1ccc2c(c1)OCO2)NCc1ccco1	-10	16	-16	1	-21	1.1	16	-3	91	1.1
18	Cc1cc(C(=O)CN2C(=O)NC3(CCCc4ccccc43)C2=O)c(C)n1Cc1ccccc1 (centres undefined)	18	3	12	1	12	0.8	-12	-2	95	0.87
19	CC1CCC2C(=O)N(c3ccc(NC4CCCCC4)c([N+](=O)[O-])c3)C(=O)C2C1 (centres undefined)	6	2	-14	1	4	0.9	14	-3	105	1
20	COC(=O)c1ccc(COC(=O)c2ccccc2OC)cc1	4	-1	-3	0.8	10	1	3	16	105	1.8
21	Cc1cc(C)n(-c2cc(N3CCN(C(=O)c4cccc(F)c4)CC3)ccc2[N+](=O)[O-])n1	-14	13	0	1	-9	1.1	0	-2	96	1.1
22	CCOC(=O)c1nnn(-c2nonc2-n2cccc2)c1CN1CCOCC1	-2	11	12	1	10	1	-12	0	95	1.2
23	N#Cc1c(-c2ccco2)cc(C2CC2)nc1SCC(=O)c1ccccc1	0	4	-4	1	-7	1	4	-4	97	0.64
24	CCOC(=O)c1sc(NC(=O)COC(=O)Cn2cnc3ccccc32)c(C(=O)OCC)c1C	13	-1	-1	1	5	0.9	1	-2	100	2.1
25	Cc1ccc(-n2ncc3ccccc3c2=O)cc1Cl	12	3	97	0.7	-5	0.9	-97	32	148*	4.9*
26	Cc1cc(NC(=O)Nc2cccc([N+](=O)[O-])c2)no1	6	-1	8	1	13	0.9	-8	-2	104	1.3
27	CC1(C)CNC(=O)c2sc(NC(=O)CN3CCOCC3)nc2C1	13	1	4	1	13	0.9	-4	-4	99	1.1
28	COc1cc(OC)c(C2=NOC(C(=O)Nc3c(C)n(C)n(-c4ccccc4)c3=O)C2)cc1Cl (centres undefined)	18	4	-13	1.1	11	0.8	13	-6	100	0.97
29	C=CCSC1=Nc2cc(OC)c(OC)cc2C2=NC(=O)CN12	23	1	5	1.1	-2	0.8	-5	-10	99	0.76
30	CC(C)(C)c1cc(CN(CCO)CCO)cc(C(C)(C)C)c1O	70*	-9	2	1	-6	0.3	-2	-1	94	1.1
31	CCOC(=O)C1CCN(C(=O)CCCCn2c(=O)[nH]c3ccccc3c2=O)CC1	10	2	-2	1	-13	0.9	2	-1	90	0.88
32	O=S(=O)(c1ccc2c(c1)OCCO2)N1CCC(n2nnc3cc(C(F)(F)F)ccc32)CC1	20	-3	-5	1.1	11	0.8	5	-8	99	0.67
33	Cc1cccnc1NC(=O)Cn1nc(-c2ccccc2)oc1=S	-6	6	170*	1	-7	1.1	-170	-4	117	4.2*
34	Cn1cnnc1SCC(=O)N1c2ccccc2-c2c(ssc2=S)C1(C)C	22	1	nt	1.1	nt	0.8	nt	-10	nt	nt
35	Cc1ccnc(NS(=O)(=O)c2ccc(NC(=O)c3cncc(Br)c3)cc2)n1	15	-2	5	1	0	0.8	-5	-3	99	1.2
36	COc1ccc(/C=C/C(=O)c2ccc[nH]2)cc1OC	-1	0	53	0.7	9	1	-52	27	130*	2.6
37	CC(C)c1ccc(S(=O)(=O)/N=C2/C=C(Sc3ncn[nH]3)C(=O)c3ccccc32)cc1	24	22	-34	0.9	-10	0.8	34	7	90	0.55
38	FC(F)(F)C1=CC(c2ccc(Cl)cc2)=NCCN1	10	4	-12	1	1	0.9	12	0	100	1.2
39	CN(C)CC#CCCCCCCC#CCN(C)C	3	6	-36	1.1	2	1	36	-7	101	0.95
40	O=C(COC(=O)[C@@H]1CC(O)CN1S(=O)(=O)c1ccc([N+](=O)[O-])cc1)NC12CC3CC(CC(C3)C1)C2 (some centres undefined)	7	10	-4	1	-6	0.9	4	-2	100	1.4

Fetched one by one from above, 4 records:
nr	Compound	Diaph inh CS	G6PDH counter	APP 5'UTR act	FLuc act counter	TLR4-MyD88 BLA	Diaphorase act	APP 5UTR inh	FLuc inh counter	STAT1 activator	NF-kB neuron act
24	CCOC(=O)c1sc(NC(=O)COC(=O)Cn2cnc3ccccc32)c(C(=O)OCC)c1C	13	-1	-1	1	5	0.9	1	-2	100	2.1
30	CC(C)(C)c1cc(CN(CCO)CCO)cc(C(C)(C)C)c1O	70*	-9	2	1	-6	0.3	-2	-1	94	1.1
23	N#Cc1c(-c2ccco2)cc(C2CC2)nc1SCC(=O)c1ccccc1	0	4	-4	1	-7	1	4	-4	97	0.64
36	COc1ccc(/C=C/C(=O)c2ccc[nH]2)cc1OC	-1	0	53	0.7	9	1	-52	27	130*	2.6

Further structures follow.
nr	Compound	Diaph inh CS	G6PDH counter	APP 5'UTR act	FLuc act counter	TLR4-MyD88 BLA	Diaphorase act	APP 5UTR inh	FLuc inh counter	STAT1 activator	NF-kB neuron act
41	CCOCCCNC(=O)C(NC(=O)CNC(=O)c1ccccc1)c1ccc(C)cc1 (centres undefined)	-6	-3	10	1	3	1.1	-10	0	100	1
42	CC1CCN(c2ccc(C(=O)Nc3ccc4c(c3)OCO4)cc2[N+](=O)[O-])CC1	27	-19	14	1	-5	0.7	-14	-4	100	1.2
43	COc1ccc(Oc2ccc(N/C=C3\CCCC3=O)cc2)cc1	8	-16	0	1	-17	0.9	0	-3	109	1.1
44	O=C(NC1CCN(C(=O)N2CCOCC2)CC1)c1ccccc1	6	6	-8	1	-9	0.9	8	-4	101	1
45	CCOc1ccc(NC(=O)CSc2nnc(-c3ccncc3)n2CC2CCCO2)cc1 (centres undefined)	-16	16	-1	1	-4	1.2	1	0	95	1.1
46	Cc1ccc(OCC(=O)Nc2ccc(N3CCOCC3)cc2)c([N+](=O)[O-])n1	2	-5	-6	1.1	2	1	6	-5	91	1
47	O=C(Cc1ccc(Br)cc1)NC1CCCCC1	3	0	9	1.1	8	1	-8	-8	106	1.5
48	COc1ccccc1C(=O)Nc1ccc(C(=O)O)cc1	-2	-1	19	1	2	1	-19	-4	102	1.4
49	CCCCC(=O)NC1(C(F)(F)F)NC(=O)N(Cc2ccccc2)C1=O (centres undefined)	-14	-1	2	1	9	1.1	-2	3	102	1.2
50	O=C(CN1CCCCC1)N1N=C(c2cccs2)CC1c1cccs1 (centres undefined)	9	4	2	1	7	0.9	-2	-1	89	1
51	COC(=O)CNC(=O)Cn1ccc2ccccc2c1=O	11	5	-13	1	11	0.9	13	-1	96	1.2
52	CCC(CC)C(=O)NCCCCc1ccccc1	7	-7	4	1.1	6	0.9	-4	-6	102	0.99
53	CCNc1nc(NCC)nc(SCCOC(=O)Nc2ccc(Cl)cc2Cl)n1	33	6	7	1	7	0.7	-7	-4	108	0.82
54	Cc1csc(NS(=O)(=O)c2cccc([N+](=O)[O-])c2)n1	67*	10	-8	1	-5	0.3	8	-2	95	0.9
